GLS inhibitor = inhibitors of human glutaminase (GLS). O94925. Potency, µM (doses to about 45.5 µM), for the others: at the top dose activity change, negative = inhibition, actives largely listed as inhibitors. 410,000 tested, 0.21% active. GLS enzymatic activity, qHTS titration; note: % is set by controls: 0 for no effect and ±100 for the full control effect
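hKGA in 45 mM KH2PO4 pH 8.2, 0.02% Tween-20 with pin-transferred compounds; 1 mM L-glutamine (stock) plus glutamate oxidase/HRP/Amplex Red coupling added. Fluorescence read initially and after 30 min at RT.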
Pin1 inh = inhibitors of human Pin1; Potency, µM (top dose mostly 115 µM), for inactives: at the highest dose activity, negative = inhibition, actives largely listed as inhibitors; 390,000 tested, 0.009% active; Pin1 FP peptide displacement, HiFluor488, 10 min; AID 504891; active = well fitted inhibition curve with a large enough effect in the polarisation, with a control signal flat, not every such curve was filed as active; inconclusive = small, poorly fitted or top-dose-only effect, or effect the other way, or a change in a side signal; inactive = no such curve, though single readings can be large or run the other way; the % refers to the polarisation; note: % is set by controls: 0 for no effect and ±100 for the full control effect
Target sequence (Q13526 whole entry, looked up): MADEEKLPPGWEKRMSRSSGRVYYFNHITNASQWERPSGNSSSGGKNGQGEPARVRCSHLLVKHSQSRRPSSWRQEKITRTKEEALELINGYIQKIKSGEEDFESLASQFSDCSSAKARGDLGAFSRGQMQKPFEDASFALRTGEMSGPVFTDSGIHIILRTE
Tb PGK inh = blocks T. brucei phosphoglycerate kinase; PGK/GAPDH coupled, Kinase-Glo luminescence, 60 min; Potency, µM (highest dose often 57.5 µM), for the others: at the top dose activity change, negative = inhibition, actives largely listed as inhibitors; 380,000 tested, 0.043% active; AID 602233; note: % is set by controls: 0 for no effect and ±100 for the full control effect; nearly all actives have a fitted effect of over 60% in size
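Recombinant glycosomal PGK reaction used 1,3-bisphosphoglycerate generated in-well by GAPDH (100nM final) in 100mM TEA pH 7.6, 5mM MgCl2, 0.01% Tween-20. After 60 minutes at room temperature, ATP was read by Kinase-Glo Plus luminescence end-point.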
rTrxR1 inhibitor = rat TrxR1 inhibition; recombinant rTrxR1, NADPH fluorescence consumption, selenite substrate; O89049; AID 588453; Potency, µM (highest dose often 114 µM), for inactives: at the top dose activity change, negative = inhibition, hits mostly inhibitors; 390,000 tested, 1% active; note: % is set by controls: 0 for no effect and ±100 for the full control effect; nearly all actives have a fitted effect of over 65% in size
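Rat TrxR1 (90 nM in the dispensed reagent) was pre-reduced with 400 uM NADPH for 5 min at room temperature, then incubated with compound for 15 min. After 400 uM selenite was added, NADPH fluorescence (Ex 340/Em 450 nm) was followed for 8 min.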
RGS4 inh = inhibitors of human regulator of G protein signaling 4 | Transcreener GDP fluorescence polarization, RGS4-accelerated GTP hydrolysis | Potency, µM (highest dose often 114 µM), inactives show at the highest dose activity change, negative = inhibition, usual class: inhibitors | 390,000 tested, 0.039% active | AID 504845; note: % is set by controls: 0 for no effect and ±100 for the full control effect; nearly all actives have a fitted effect of over 75% in size; some results filed as inactive show a strong effect at the top dose
Target sequence (P49798 whole entry, looked up): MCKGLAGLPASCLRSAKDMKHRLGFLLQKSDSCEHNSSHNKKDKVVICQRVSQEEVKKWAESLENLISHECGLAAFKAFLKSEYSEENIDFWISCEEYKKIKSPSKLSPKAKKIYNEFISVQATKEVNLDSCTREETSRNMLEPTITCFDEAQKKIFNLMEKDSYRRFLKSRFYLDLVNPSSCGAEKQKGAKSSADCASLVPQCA
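MLSMR compounds (23 nl, pin-transferred) preincubated 10 min at room temperature with a 500nM (2x) first reagent, then RGS4 at 900nM (2x) plus Transcreener GDP mix added; fluorescence polarization (620/688 nm) read before and after 90 min at 30 °C.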
12-LOX inh = ALOX12 (human) lipoxygenase inhibition. Potency, µM (highest dose often 108 µM), inactives show at the highest dose activity change, negative = inhibition, hits mostly inhibitors. 580,000 tested, 1.1% active. AID 1671190. purified 12hLO, xylenol orange hydroperoxide absorbance; note: % is set by controls: 0 for no effect and ±100 for the full control effect
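Purified human 12hLO at 150 nM in 25 mM Hepes, 0.01% Triton X-100, pH 7.0, preincubated 15 min at room temperature with compound. Reaction started with 40 uM arachidonic acid, 30 min at room temperature. Hydroperoxide measured by Fe-xylenol orange, 573/405 nm absorbance ratio.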
JMJD2A Tudor inh = JMJD2A Tudor domain (human) inhibition. 390,000 tested, 4.4% active. Potency, µM (titrated, usually from 114 µM), for the others: top-dose activity change, negative = inhibition, usual class: inhibitors. AlphaScreen JMJD2A-Tudor / H3K4me3 peptide binding. AID 504339; note: % is set by controls: 0 for no effect and ±100 for the full control effect; nearly all actives have a fitted effect of over 50% in size
HP1b chromo inh = blocks HP1-beta chromodomain binding to methylated histone tails | P83916 | AlphaScreen HP1-beta / biotin-H3K9me3 peptide binding | Potency, µM (top dose mostly 114 µM), for the others: at the top dose activity change, negative = inhibition, usual class: inhibitors | 390,000 tested, 0.56% active | AID 540317; note: nearly all actives have a fitted effect of over 70% in size; inactives centre near 23
Target sequence (P83916 whole entry, looked up): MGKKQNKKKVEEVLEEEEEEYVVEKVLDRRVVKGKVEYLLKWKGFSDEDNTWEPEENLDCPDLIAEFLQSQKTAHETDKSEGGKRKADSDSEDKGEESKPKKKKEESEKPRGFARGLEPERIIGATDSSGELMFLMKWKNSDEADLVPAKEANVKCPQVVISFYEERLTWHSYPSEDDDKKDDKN
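AlphaScreen: HP1-beta (50 nM) preformed 30 min with biotin-H3(1-18)K9me3 peptide (50 nM) in PBS pH 7.4, 0.01% Tween-20. Compound added for 30 min at RT, then streptavidin donor/nickel chelate acceptor beads (10 ug/mL) for 30 min.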
ERG-DNA inh = inhibitors of human ERG Ets domain-DNA interaction. fluorescence polarization, His-ERG Ets domain / labelled DNA. Potency, µM (top dose mostly 76.9 µM), inactives show at the top dose FP activity, negative = inhibition, most hits filed as inhibitors. 370,000 tested, 0.028% active. P11308; active = well fitted inhibition curve with a large enough effect in the polarisation, with a control signal flat; inconclusive = small, poorly fitted or top-dose-only effect, or effect the other way, or a change in a side signal; inactive = no such curve, though single readings can be large or run the other way; the % refers to the polarisation;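 note: polarization taken with two DNA probes labelled with fluorescein and Texas red; % of control where 0% means no effect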
Target sequence (P11308 whole entry, looked up, the tested form may be a part): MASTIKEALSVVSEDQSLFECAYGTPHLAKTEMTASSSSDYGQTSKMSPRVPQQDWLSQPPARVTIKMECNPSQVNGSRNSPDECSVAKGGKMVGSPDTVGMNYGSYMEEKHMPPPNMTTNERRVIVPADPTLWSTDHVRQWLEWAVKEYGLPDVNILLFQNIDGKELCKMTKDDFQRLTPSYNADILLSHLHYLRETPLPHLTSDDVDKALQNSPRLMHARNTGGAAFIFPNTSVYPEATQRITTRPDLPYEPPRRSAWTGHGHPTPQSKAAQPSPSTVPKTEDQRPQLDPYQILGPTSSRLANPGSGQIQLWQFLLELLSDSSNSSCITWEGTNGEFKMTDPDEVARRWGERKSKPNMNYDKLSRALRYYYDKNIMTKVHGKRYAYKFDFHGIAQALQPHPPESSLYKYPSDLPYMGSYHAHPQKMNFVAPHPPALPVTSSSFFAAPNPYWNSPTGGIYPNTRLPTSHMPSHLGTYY
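His-tagged ERG Ets domain (1 uM in the protein solution; 300mM KCl, 50mM Tris-HCl, 1mM EDTA, 1mM DTT, pH 7.5) received compound, then a probe mix of 5 nM fluorescein-DNA and 100nM Texas-615-DNA. Fluorescence polarization was read for both dyes.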
* marks the source's active call; other numbers are inactive results; i = inactive; ? = inconclusive; . = not tested or not shown; & = joins results of further samples; [ ] = remark or other dose. Unless noted, calls come from the whole dose curve; as a rule, active = well fitted curve in the direction sought with a large enough effect; inconclusive = small, poorly fitted or top-dose-only effect, or another doubt; inactive = no such curve, though single readings can be large; an effect the other way counts as inactive or inconclusive. Potency is the fitted concentration of half-maximal effect. The list is partial, so the mix of outcomes need not match the whole.

SMILES	GLS inhibitor	Pin1 inh	Tb PGK inh	rTrxR1 inhibitor	RGS4 inh	12-LOX inh	JMJD2A Tudor inh	HP1b chromo inh	ERG-DNA inh
CNC(=O)c1c[nH]c2ccc(S(=O)(=O)Nc3cccc(Cl)c3C)cc2c1=O	6%	1%	6%	19%	9%	-24%	-19%	14%	0%
CCOc1ccc(NC(=O)CSc2nnnn2CC(=O)O)cc1	0%	0%	-5%	3%	-3%	-17%	-16%	22%	-6%
CC1Cc2ccccc2N1C(=O)Cn1cnc2ccccc2c1=O (stereo not given)	6%	-3%	9%	-3%	5%	374%[activator]	-5%	11%	-8%
COc1ccc(C2CC(c3ccccc3)=NN2C(=O)c2ccc(F)cc2)cc1 (stereo not given)	-5%	-1%	-13%	16%[57.1 µM]	-8%	0%	-21%	-1%	4%
Cc1cccc(NC2SC(=O)N(c3ccccc3)C2=O)c1 (stereo not given)	17%	0%	.	1%	6%	7%	0%	1%	5%
CCC1CCCCN1C(=O)c1ccc2c(c1)N(Cc1cccc(Cl)c1)C(=O)c1ccccc1S2(=O)=O (stereo not given)	-7%	2%	i	20%[57.1 µM]	-12%	?	-29%	11%	9%
CC1CCCN(c2ccc(C(=O)Nc3nnc(C4CC4)s3)cc2[N+](=O)[O-])C1 (stereo not given)	2%	1%	-7%	-3%	4%	5%	?	-2%	1%
CC(=O)Nc1ccc2c(c1)Cc1c-2cc(Cl)c(NC(C)=O)c1Cl	-3%	6%	i	19%	9%	-17%	-7%	21%	3%
Cc1ccc(C(=O)c2cn(Cc3ccccc3)c3nc(C)ccc3c2=O)cc1	2%	34%[activator]	-7%	-3%	-28%	-12%	-13%	16%	-3%
COC(=O)c1ccccc1OCC(=O)N1CCN(c2ccc(F)cc2)CC1	29%	0%	i	-9%	-10%	5%	-12%	17%	-9%
FC(F)(F)Oc1ccc2c(c1)NC(c1ccncc1)=NC(c1cccs1)=N2	-16%	?	-4%	-9%	10%	?	?	-23%	-2%
CCOC(=O)c1cccc(NC(=O)c2cc(C)nn2-c2ccccc2)c1	-7%	9%	-9%	5%[57.1 µM]	-50%	-15%	2%	35%	-10%
O=C(NCc1nc2ccccc2[nH]1)C1=C[C@H](c2ccccc2)C[C@H](OCCCCO)O1	-3%	4%	-3%	15%	-21%	13%	-5%	41%[activator]	13%
Cc1ccc(C)c(Cn2c(C3CC(=O)N(c4ccccc4C)C3)nc3ccccc32)c1 (stereo not given)	3%	2%	2%	-15%	38%	?	-15%	21%	1%
COC(=O)c1ccc2nc(-c3ccc(S(C)(=O)=O)cc3)cn2c1	-4%	0%	-6%	25%[57.1 µM]	18%	1%	-12%	29%	-10%
O=C(O)CSCc1nc2ccccc2[nH]1	-2%	6%	-9%	12%	4%	?	-12%	7%	7%
CC1=C/C(=N\Nc2ccccc2[N+](=O)[O-])CC(C)(C)C1	0%	-1%	3%	7%	-2%	-16%	7.9µM*	7.1µM*	-5%
O=C(COc1ccccc1)N1CCN(c2nnc(-c3ccccc3)c3ccccc23)CC1	4%	-1%	-12%	2%[57.1 µM]	25%	-33%	?	5%	-11%
CCn1c(SCC(=O)N2CCCCCC2)nc2ccccc2c1=O	-5%	5%	-6%	10%	13%	-8%	-10%	14%	11%
CC1=C(C(=O)Nc2ccccc2)C(c2ccc3c(c2)OCO3)C2=C(CCCC2=O)N1 (stereo not given)	21%	-7%	-5%	0%	-20%	0%	-25%	9%	-1%
Cc1ccc2c(c1)N(CC(=O)N1CCCC1)C(=O)c1cccnc1O2	0%	-5%	i	5%	-10%	0%	-19%	19%	-1%
CSc1ccc(C#N)cc1NC(=O)c1cccnc1Cl	4%	3%	2%	9%	-15%	6%	-12%	23%	4%
COc1cccc(C(c2ccccc2)N2C3CCC2CN(S(=O)(=O)c2ccc(F)cc2)CC3)c1 (stereo not given)	-11%	14%	-1%	4%	-29%	3%	-8%	20%	8%
Cc1nc2nc(C)c(CCC(=O)N3CCN(c4ccccc4)CC3)c(C)n2n1	26%	-1%	3%	8%	-4%	0%	-7%	24%	2%
CCN(CC)C(=O)CCCSc1nnc(Nc2ccccc2F)s1	0%	-1%	5%	3%[57.1 µM]	11%	-4%	-4%	39%	-3%

Marked active in JMJD2A Tudor inh (from the list above):
SMILES	GLS inhibitor	Pin1 inh	Tb PGK inh	rTrxR1 inhibitor	RGS4 inh	12-LOX inh	JMJD2A Tudor inh	HP1b chromo inh	ERG-DNA inh
CC1=C/C(=N\Nc2ccccc2[N+](=O)[O-])CC(C)(C)C1	0%	-1%	3%	7%	-2%	-16%	7.9µM*	7.1µM*	-5%

Carrying on:
SMILES	GLS inhibitor	Pin1 inh	Tb PGK inh	rTrxR1 inhibitor	RGS4 inh	12-LOX inh	JMJD2A Tudor inh	HP1b chromo inh	ERG-DNA inh
COc1ccc(N2CCN(Cc3cc(=O)oc4cc(C)c(Cl)c(C)c34)CC2)cc1	8%	4%	i	9%[57.1 µM]	-9%[11.4 µM]	1%	7%[11.4 µM]	-13%	4%
COCCCNC(=O)c1cc(-c2cccnc2)nc2ccccc12	7%&-16%	-3%&4%	-9%&-6%	-18%	-15%&-6%	0%&-44%	-1%&-6%	22%&48%	12%&12%
CC(C)CN1CCC(Oc2cccc(C(=O)NCCc3ccccc3)c2)CC1	-2%	6%	1%	-5%	1%	-10%	0%	27%	2%
COc1ccc(N2C(=O)CCC(C(=O)N3CCCCCC3)C2c2ccc(OC)c(OC)c2)cc1 (stereo not given)	7%	1%	-9%	13%[57.1 µM]	-7%	0%	4%	30%	-2%
O=C(CN1C(=O)C2CC=CCC2C1=O)Nc1nc(-c2ccc(F)cc2)cs1 (stereo not given)	-3%	11%	0%	16%	-8%	?	-8%	14%	11%
CN(C)c1ccc(-c2cccc(C3CC=CC4C3C(=O)N(Cc3ccccc3)C4c3ccc4ccccc4c3)c2)cc1 (stereo not given)	21%	27%&30%	8%	8%&14%	-16%&14%	-2%	-28%&-34%	6%&7%	1%
CCOc1ccccc1NC(=O)c1sc2ncn(CC(=O)N3CCOCC3)c(=O)c2c1C	3%	-2%	6%	3%	8%	-5%	-4%	-2%	3%
Cc1cc(CSc2ccccc2)ccc1NC(=O)c1cccc([N+](=O)[O-])c1	-3%	2%	2%	-6%	20%	0%	-5%	30%	-7%
COc1ccccc1N=NC1C(=O)N(C(N)=S)N=C1C (stereo not given)	-1%	22%	-2%	?	-15%	6%	?	2%	-10%
COc1ccccc1-c1nn2c(-c3ccco3)nnc2s1	0%	?	-5%	?	-41%	-4%	?	0%	7%
O=C(COC(=O)c1cc[n+]([O-])cc1)Nc1ccc2c(c1)OCCO2	8%	3%	9%	8%	-1%	0%[57.4 µM]	-1%	41%[activator]	1%
COc1ccc(Cn2c(SCC(=O)NCc3ccco3)nc3ccsc3c2=O)cc1	-11%	10%	-10%	15%	25%	-5%	-15%	-5%	-3%
COc1ccc(S(=O)(=O)N2CCN(Cc3cccnc3)CC2)cc1	5%	-2%	-9%	17%	-19%	i	-17%	32%	-5%
CCN(CC(=O)Nc1c(F)cccc1F)C(=O)c1ccc(C(=O)c2ccccc2)cc1	6%	-1%	-4%	7%	8%	-21%	-5%	12%	-2%
COc1ccccc1/C=N/NC(=O)c1ccc(=O)n(C)c1	5%	-1%	-9%	-4%	2%	-8%	-12%	32%	-8%
COC(=O)c1cccnc1NC(=S)NC(C)C	4%	-6%	i	28%[57.1 µM]	-34%	?	-11%	40%[activator]	0%
O=C(COC(=O)CCC(=O)c1ccc(F)cc1)Nc1ccc(Cl)cn1	7%	-3%	-12%	1%	-27%	-28%	-23%	-15%	16%
O=C(Nc1ccc2ccccc2c1)c1onc2c1CCCC2	7%	-1%	-6%	15%[57.1 µM]	-18%	7%	36%	99%	2%
Cc1ccc(-c2nnc(CSc3nncn3N)o2)cc1	9%	12%	-3%	-9%	1%	1%	-15%	22%	.
Cn1c(N)c(C(=O)COC(=O)/C=C/c2cccc(Br)c2)c(=O)n(C)c1=O	-6%	-1%	-1%	2%	-17%	?	-16%	16%	-7%
COc1cc(NC(=O)Nc2cc(C)on2)cc(OC)c1OC	-3%	0%	-1%	13%	18%	-5%	-9%	15%	16%
CC(=O)Nc1ccc(NC(=O)C(C)OC(=O)CC2CCCCC2)cc1 (stereo not given)	0%	1%	-9%	-11%	-5%	4%	-14%	27%	-9%
Cn1nc(CC(=O)Nc2ccc(N3CCN(C(=O)OC(C)(C)C)CC3)cc2)c2ccccc2c1=O	9%	0%	0%	18%	19%	-25%	-22%	9%	-6%
CC(C)(C)c1ccc(C(=O)NCC(=O)OCN2C(=O)c3ccccc3C2=O)cc1	-9%	-5%	i	19%	-23%	-3%	-5%	36%	4%
Cc1ccc2sc(NC(=O)c3ccc4c(c3)OCCO4)nc2c1C	-3%	2%	-2%	34%[57.1 µM]	11%	?	-21%	20%[57 µM]	5%
CCCN(CC(=O)Nc1ccccc1OC)C(=O)CCCN1C(=O)c2ccccc2C1=O	2%	2%	-2%	11%	22%	12%	-9%	5%	-2%

Single records, as listed above. Values in the order: GLS inhibitor	Pin1 inh	Tb PGK inh	rTrxR1 inhibitor	RGS4 inh	12-LOX inh	JMJD2A Tudor inh	HP1b chromo inh	ERG-DNA inh
CCOc1ccccc1NC(=O)c1sc2ncn(CC(=O)N3CCOCC3)c(=O)c2c1C is entered as 3%	-2%	6%	3%	8%	-5%	-4%	-2%	3%
O=C(COC(=O)CCC(=O)c1ccc(F)cc1)Nc1ccc(Cl)cn1 is entered as 7%	-3%	-12%	1%	-27%	-28%	-23%	-15%	16%
